# Source: PubChem (Sanford-Burnham Center for Chemical Genomics)
# TAG inh: triacylglycerol accumulation inhibition | inhibition, % at 12.5 µM | AID 651582 | H9c2 cells, Nile Red lipid (TAG) fluorescence; cells loaded with 200 µM oleic acid | 0.66% of 230,000 active;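 active means pattern-corrected inhibition of lipid staining of at least 50% with the nuclear-stain viability signal not falling by more than 50%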;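 further: 0% = DMSO wells and 100% = triacsin C control wells; some results filed as inactive read as strong as hits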
# TAG inh DAPI viability: second read-out of TAG inh, no call of its own (marks repeat the call); DAPI nuclei signal change (viability), lower = more cytotoxic, %;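 whole-well DAPI fluorescence read on a plate reader as a viability signal; minus 50 percent equals half of cells still viable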
# Active calls of the source: *; & = joins results of further samples. An excerpt; rates above refer to the full screens.
SMILES,TAG inh,TAG inh DAPI viability
Cc1cccc(NC(=O)CN2CCN(CC(=O)NCc3ccc(Cl)cc3Cl)CC2)c1C,12.0,-0.7
Cn1c(=O)c2c(nc(N3CCCCC3)n2CCCNC2=NCCCC2)n(C)c1=O,9.5,0.5
COc1ccc(-c2cc(CNS(=O)(=O)c3ccc(F)cc3)on2)cc1,-2.4,1.2
Cc1ccc(N2CCN(CCc3nc4cc(NS(C)(=O)=O)ccc4n3C)CC2)cc1,-7.0,12.1
Cc1ccc(COc2ccc(Br)cc2/C=N/O)cc1,-69.3,-8.0
CN1C(=O)N(CC(=O)N2CCN(S(=O)(=O)c3ccc4c(c3)CCC4)CC2)C(=O)C12CCCCC2,-0.7,-7.2
Cc1c(C(=O)Nc2nc3ccccc3[nH]2)cccc1[N+](=O)[O-],16.3,-4.9
O=C(NCc1cccc(F)c1)c1cccc2c1C(=O)c1ccc(N3CCC(Cc4ccccc4)CC3)cc1S2(=O)=O,-29.8,-5.3
c1n[nH]c(NC2=NCCC2)n1,-16.6,-6.3
O=C(c1cc(F)ccc1F)C1CCCN(C(=O)c2cccs2)C1 (stereo not given),-22.6,0.5
CC(OC(=O)c1ccc(Cl)c(S(=O)(=O)Nc2ccc(F)cc2)c1)C(=O)NC(N)=O (stereo not given),0.4,-6.6
NC(=O)C1CCN(C(c2ccccc2Cl)c2nnnn2CC2CCCO2)CC1 (stereo not given),-6.7,0.1
CCN(C(=O)c1ccc(Cl)cc1[N+](=O)[O-])c1ccccc1C,-6.1,6.6
CCCCC1(C(=O)OCC)CC(CN2CCOCC2)OC1=O (stereo not given),-12.3,-1.4
COc1cc(C(=O)N2CCN(S(=O)(=O)c3cccc(F)c3)CC2)ccc1OCC(=O)N1CCOCC1,5.7,-1.7
COc1cc(CCCN2C(=O)C(=O)NC[C@@H]2CCCCN)cc(OC)c1OC,14.5,-11.1
CN(C(=O)c1cc2c(cc1Br)OCO2)c1cccc2ccccc12,25.6,-24.5
c1ccc(CNc2c3c(nc4ncnn24)CCC3)cc1,-51.9,13.9
COc1ccc(C(O)P(=O)(OC(C)C)OC(C)C)c(OC)c1 (stereo not given),-1.9,-4.3
COC(=O)c1c(NC(C)=O)sc2c1CCCCC2,6.1,-1.0
Clc1ccc(-c2ccc(/C=N/Nc3nncc(-c4ccccc4)n3)o2)cc1,22.2,-0.1
Cc1onc(-c2ccccc2)c1C(=O)OCCOc1cccc(Cl)c1,0.9,0.3
O=C(Nc1ccccc1Cl)C1C2CCCCC21 (stereo not given),4.2,-5.3
COC(=O)c1ccc2nc(-c3cccc(N)c3)cn2c1,9.7,-12.5
Cc1cc(C)n2nc(C(=O)N/N=C/c3ccc(O)cc3)nc2n1,-1.3,-1.2
COc1ccc(NC(=O)Nc2ccc(CC(=O)O)cc2)cc1,-2.8,0.4
CC(NC(=O)Nc1ccccc1)C(c1cccs1)N1CCN(c2ccccc2)CC1 (stereo not given),14.9,-6.2
Cc1ccccc1Nc1ncnc2c1cnn2-c1ccccc1,9.0,-5.1
Cc1cc(=O)oc2cc(OCC(=O)Nc3nnc(C4CC4)s3)ccc12,1.8,6.3
CCC(=O)c1cc(-c2nc3ccccc3n2C)n(C)c1,-14.9,10.9
CCOC(=O)c1cnc2ccccc2c1Nc1cc(C(=O)O)ccc1C,0.7,-3.5
Cc1cc(CNC(=S)Nc2ccc(Br)cc2Cl)nn1C,-13.1,4.4
COCCN1C(=O)C(CC(=O)Nc2ccc(C(C)=O)cc2)SC1=Nc1ccccc1 (stereo not given),-7.8&-26.0,2.5&9.9
CCOc1cccc(NC(=O)/C(C#N)=C/c2cccnc2)c1,12.8,-5.6
COC(=O)CN(C)C(=O)c1cccc(OC2CCN(S(=O)(=O)N(C)C)CC2)c1,-7.0,-7.4
CCOC(=O)c1c(C)n(-c2ccc(C)cc2)c2ccc(OCC(O)CNCC3CCCO3)cc12 (stereo not given),35.1,22.6
CCOC(=O)CSC1=NN2CCS(=O)(=O)N=C2S1,-2.9,-3.1
Cc1cc(C)nc(NC(N)=S)n1,-16.3,1.6
Cc1cc(C)c(S(=O)(=O)Nc2ccc(-c3cn4ccccc4n3)cc2)c(C)c1,8.2,14.4
CCC(NC(=O)CN1CCN(C(=O)c2cccs2)CC1)c1ccc(C)cc1 (stereo not given),-4.0,-3.6

# An excerpt from above in order of count of non-hydrogen atoms, smallest number first:
SMILES,TAG inh,TAG inh DAPI viability
O=C(Nc1ccccc1Cl)C1C2CCCCC21 (stereo not given),4.2,-5.3
CCOC(=O)CSC1=NN2CCS(=O)(=O)N=C2S1,-2.9,-3.1
COc1ccc(C(O)P(=O)(OC(C)C)OC(C)C)c(OC)c1 (stereo not given),-1.9,-4.3
COc1ccc(-c2cc(CNS(=O)(=O)c3ccc(F)cc3)on2)cc1,-2.4,1.2
Cn1c(=O)c2c(nc(N3CCCCC3)n2CCCNC2=NCCCC2)n(C)c1=O,9.5,0.5

# (further entries)
SMILES,TAG inh,TAG inh DAPI viability
Cc1nc2ccc(NC(=O)N3CCSCC3)cc2nc1C,10.1,8.9
Clc1ccc2[nH]c(-c3ccccc3)cc2c1,-67.1,5.0
CCCNC(=O)Nc1nc2ccccc2s1,-11.5,12.2
N#CC(=C=[N-])c1nc2ccccc2nc1-[n+]1cccc(NC(=O)c2ccccc2)c1,13.6,-6.2
Cc1ccc(C(=O)NCC(=O)N(C)Cc2cccc(F)c2)s1,-8.1,10.4
Cc1cc(NC(=O)CSc2ccc(-c3ccc(Br)cc3)nn2)no1,-0.1,-3.1
CC(NC(=O)c1cnccn1)c1ccc(S(N)(=O)=O)cc1 (stereo not given),-2.2,3.7
Cc1onc(-c2ccccc2Cl)c1C(=O)NC(=S)Nc1ccc(C(C)C)cc1,-0.6,5.0
COc1cccc(C(=O)N2CCN=C2SC)c1,4.8,-6.3
Cc1cccc(C)c1NC(=O)C(c1cccs1)N(Cc1ccco1)C(=O)Cn1nnc2ccccc21 (stereo not given),17.3,-6.1
CC(C)C(=O)N(Cc1cc2ccccc2[nH]c1=O)C(C)(C)C,0.6,-2.9
Cc1ccc2oc(C(F)(F)C(F)F)cc(=O)c2c1,6.1,-3.8
O=S(=O)(Nc1ccc2nc(-c3ccco3)[nH]c2c1)c1ccccc1,-4.2,-0.2
Nc1nc(SCn2nnc3ccccc3c2=O)n[nH]1,-4.4,2.7
CCN(CC(=O)Nc1ccc(N2CCOCC2)cc1)C(=O)c1ccc(C(F)(F)F)cc1,-1.0,-2.8
CCC(c1nnnn1Cc1ccco1)N1CCC(C(N)=O)CC1 (stereo not given),7.3,-7.5
NC(=O)[C@@H]1CCCN1Cc1c(C(=O)N2CCN(C3CCCCC3)CC2)nc2ccccn12,8.3,-0.1
CCc1nc2c(OCCn3cccc3)cccn2c1N(C)C(=O)CC(C)C,1.4,-12.9
COc1ccccc1OCC(=O)NCc1nc(-c2ccccc2)no1,3.4,1.3
Nc1ccccc1SC1CC(=O)N(c2ccc3c(c2)OCCO3)C1=O (stereo not given),0.1,-5.4
O=C(Cc1ccc(-n2cccc2)cc1)NC1CCCCC1,-4.2,6.7
Cc1sc2nc(NCCO)[nH]c(=O)c2c1C,-13.4,0.5
CCOC(=O)c1sc(NC(=O)CSc2nnnn2-c2ccc(C)cc2C)nc1C,-3.1,-0.4
O=C(COC(=O)c1ccc([N+](=O)[O-])o1)NCCc1ccccc1,-16.6,2.7
CCOC(=O)C1(C)CCCN(C(=O)COc2ccccc2)C1 (stereo not given),1.7,4.8
Cc1ccc(NC(=O)NC(=O)CN2C(=O)NC3(CCc4ccccc43)C2=O)c(C)c1 (stereo not given),-8.9,10.2
O=C(N/N=C/c1ccncc1)c1cc([N+](=O)[O-])cc([N+](=O)[O-])c1O,-8.0,0.3
C/C(O)=C(/C#N)c1nc2ccccc2[nH]1,22.9,-5.5
CC(OC(=O)CCCN1C(=O)c2ccccc2C1=O)C(=O)Nc1ncc(Cl)cc1Cl (stereo not given),-3.1,1.4
COc1ccccc1OCC(=O)NNC(=O)CSC(=S)N1CCCC1,10.6,11.7
Cc1nn(C)cc1C1Nc2ccccc2C(=O)N1O (stereo not given),3.1,4.5
O=C(O)CC(NC(=O)C1CCCCC1)c1cc([N+](=O)[O-])ccc1Cl (stereo not given),-15.5,1.0
C=CCNc1n[nH]c(=S)s1,-10.5,0.0
O=C(Nc1ccccc1SC(=O)c1ccccc1)c1ccccc1,4.3,2.4
CSCCC(NC(=O)/C(=C/c1ccc(F)cc1)NC(C)=O)C(=O)O (stereo not given),-10.1,4.7
CSc1ccc(C(=O)C2CCCN(C(=O)CN3CCOC3=O)C2)cc1 (stereo not given),16.2,5.7
Cn1c(CNS(=O)(=O)c2ccc(F)cc2)n[nH]c1=S,3.4,10.8
COc1ccc(C(=O)Nc2cc(C(C)=O)c(C)oc2=O)cc1,1.1,-0.9
Clc1ccc(Cn2cnc3ccccc32)cc1,-35.2,8.1
Cc1cc(Br)ccc1SCC(=O)N1CCN(S(=O)(=O)c2ccccc2)CC1,-2.2,-2.5

# In the list so far, five contain a nitro group on carbon:
SMILES,TAG inh,TAG inh DAPI viability
Cc1c(C(=O)Nc2nc3ccccc3[nH]2)cccc1[N+](=O)[O-],16.3,-4.9
CCN(C(=O)c1ccc(Cl)cc1[N+](=O)[O-])c1ccccc1C,-6.1,6.6
O=C(COC(=O)c1ccc([N+](=O)[O-])o1)NCCc1ccccc1,-16.6,2.7
O=C(N/N=C/c1ccncc1)c1cc([N+](=O)[O-])cc([N+](=O)[O-])c1O,-8.0,0.3
O=C(O)CC(NC(=O)C1CCCCC1)c1cc([N+](=O)[O-])ccc1Cl (stereo not given),-15.5,1.0

# The list continues:
SMILES,TAG inh,TAG inh DAPI viability
Cc1ccc(C(=O)NNC(=O)c2ccc(NS(=O)(=O)c3cccs3)cc2)s1,-4.4,-3.6
COCCCN1C(=O)c2ccc(C(=O)Nc3ccc(OC)cc3OC)cc2C1=O,-14.3,11.8
O=C1Nc2ccc([N+](=O)[O-])cc2OC1CCN1CCCC1 (stereo not given),2.6,-20.6
O=C(C1CCCN(Cc2cccs2)C1)N1CCCCCC1 (stereo not given),3.9,6.7
CC1C(=O)N(Cc2cn(CCC3OCCCO3)nn2)CCS(=O)(=O)N1Cc1ccc(-c2ccc(F)cc2)cc1 (stereo not given),4.2,-9.4
COC(=O)c1c(NC(=O)C2c3ccccc3Oc3ccccc32)sc(C)c1C,-36.8,6.7
COCCCNc1ccn2nc(-c3cccc(OCc4ccccc4)c3)cc2n1,9.7,15.6
CC(=O)NC(CC(=O)Nc1ccc(S(=O)(=O)NC2=NCCCCC2)cc1)c1ccccc1 (stereo not given),16.2,-8.6
O=C(Cn1cnc2c(cnn2-c2ccccc2)c1=O)OCc1ccccc1,-2.4,-11.2
COc1ccc(N2CCN(C(=O)COC(=O)c3ccc(CSC)o3)CC2)cc1,-23.5,5.4
CCOc1ccc(CCNC(=O)COC(=O)c2ccc(OC(C)C)cc2)cc1OCC,33.2,2.4
CC(C)(C)OC(=O)N1CCC[C@@H]1CO,4.2,-9.9
CC(=O)c1c(C)[nH]c(C(=O)OCC(=O)NCc2cccs2)c1C,-1.8,4.8
CN(C)/C=C1\C=C(c2ccccc2)OC1=O,8.7,-4.9
Cc1ccc(OCC(O)CN2CCN(c3ccccn3)CC2)c(C)c1 (stereo not given),-7.7,8.3
O=C(CN1CCN(C(=O)C2CCN(C(=O)/C=C/c3ccccc3)CC2)CC1)Nc1ccc(F)cc1,-4.2,0.5
Cc1nc2ccccc2c2oc(C(=O)N3CCN(C4CCCCC4)CC3)cc12,-0.7,6.7
COc1ccc(S(=O)(=O)N2CCOCC2)cc1NC(=O)CC1CCCC1,10.5,-3.0
CSc1ccccc1NC(=O)CN(C)Cc1cccc(Cl)c1,-10.7,-1.3
CCCN(CCC)C(=O)c1ccc2c(=O)n(Cc3ccco3)c(=S)[nH]c2c1,21.5,-9.4
CCOc1ccc(OCC)c(NC(=O)C2COc3ccccc3O2)c1 (stereo not given),-25.6,2.2
COc1ccc(CNC(=O)Cn2nnc3ccccc3c2=O)cc1,0.7,5.1
CCCn1c(SCC(=O)N(C2CCCCC2)C2CCS(=O)(=O)C2)n[nH]c1=O (stereo not given),-1.0,-6.8
Cc1ccc(Cl)cc1N1CCN(Cc2nc3c(c(=O)[nH]c(=O)n3C)n2Cc2ccccc2F)CC1,-1.4,5.1
Cc1cc(N2C(=O)C(=O)/C(=C(/O)c3ccc(Cl)cc3)C2c2cccc(Br)c2)no1 (stereo not given),-9.5,4.7
C=CCn1c(O)c(N=NC(=O)C(O)c2ccccc2)c2ccccc21 (stereo not given),-5.3,9.0
Cc1ccsc1/C=N\NC(=O)c1cc(C(C)(C)C)[nH]n1,8.2,-4.6
CCN(Cc1ccc2c(c1)OCCO2)S(=O)(=O)c1ccc(NC(C)=O)cc1,-2.4,4.5
Cc1nn(C)c(C(=O)N/N=C/c2ccccn2)c1[N+](=O)[O-],10.3,-5.8
COCCn1c(-c2ccc(Cl)cc2Cl)nc2c(c(=O)c3ccccc3n2C)c1=O,-6.1,-1.9
CSc1ccccc1NC(=O)CSc1n[nH]c(N)n1,13.9,-4.4
Cn1c(=O)c2c(nc(CN3CCC(C(N)=O)CC3)n2Cc2ccccc2Cl)n(C)c1=O,-9.3,1.3
Cc1cccc(OCCCCCn2ccnc2)c1,4.3,13.1
COc1ccccc1NC(=O)C(C)N1CCN(C/C=C/c2ccccc2)CC1 (stereo not given),4.0,-0.8
CC1CN(S(=O)(=O)c2cccc(C(=O)Nc3ccccc3N3CCCCC3)c2)CC(C)O1 (stereo not given),-16.5,1.1
CC(C)N1CCc2c(sc(NC(=O)c3ccc(S(=O)(=O)N4CCOCC4)cc3)c2C(N)=O)C1,-5.6,4.8
Cn1c(N)c(C(=O)COC(=O)CCC2CCCC2)c(=O)n(C)c1=O,7.6,-12.1
